TNAP activation fold: human TNAP enzyme activators, primary screen, biochemical, luminescent, no phosphate acceptor, uHTS (AID 1001). purified TNAP, luminescent activation assay, no phosphate acceptor; higher activation fold means a stronger effect. activation fold at 20 µM; hits with a dose series show EC50 in µM. hit rate 0.03% among 200,000; in the data active = activation fold from about 3, or a potency from the dose series; inactive = the rest, 99 in 100 with activation fold below about 1.6; note: many of its hits are not listed in these tables
West Nile virus CPE: West Nile virus antiviral activity, cell-based, CPE readout (AID 1621). West Nile virus-infected cells, CPE inhibition; higher % means a stronger effect. hit rate 0.02% among 290,000. CPE inhibition, % at 10 µM; hits with a dose series show IC50 in µM; in the data active = a potency from the dose series; inconclusive = CPE inhibition mostly from about 3.7% at the one dose, without a potency; inactive = the rest, 99 in 100 with CPE inhibition below about 2.2%; note: strong numbers were not always called active
K1F lysis inhibition: inhibition of K1F phage lysis, E. coli UTI89, bacterial capsule biogenesis inhibitors, alamar blue (AID 488966); E. coli UTI89 K1F phage lysis, alamar blue, 2 h; higher % means a stronger effect; inhibition, % at 100 µM; hits with a dose series show IC50 in µM; hit rate 0.02% among 340,000;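 active = phage lysis inhibition, versus mean bacterial control, above a set limit; inconclusive = no clear call, values can overlap the other calls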;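 note: capsule biogenesis inhibitors block K1F phage lysis so surviving cells raise fluorescence; higher fluorescence means more inhibition of phage lysis; actives were called in the ten point dose series up to 300 µM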
P. falciparum M17LAP: P. falciparum M17LAP inhibitors, primary screen, biochemical, fluorogenic H-Leu-NHMec substrate, 1536-well (AID 1619); recombinant M17LAP, H-Leu-NHMec fluorogenic kinetic assay; higher % means a stronger effect; hit rate 0.38% among 220,000; inhibition, % at 30 µM, or IC50 in µM where a hit was titrated;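 active = compound inhibiting the enzyme by more than half at any dose during confirmatory dose-response retesting; inconclusive = strong single-dose inhibitors picked by rank but not retested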;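 note: plate controls were full reaction with DMSO carrier for no effect and no enzyme background for full effect; strong numbers were not always called active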
RSV antiviral HEp-2: RSV antiviral activity via CPE protection, HEp-2 cells, primary 10 µM value included (AID 2391); HEp-2 cells, RSV-induced CPE inhibition; higher % means a stronger effect; CPE inhibition, % at 10 µM, or IC50 in µM where a hit was titrated; hit rate 0.13% among 310,000; in the data active = a potency from the dose series; inconclusive = CPE inhibition mostly from about 23% at the one dose, without a potency; inactive = the rest, 99 in 100 with CPE inhibition below about 21%; note: strong numbers were not always called active
PMI inhibition: human PMI inhibitors, high substrate, primary screen, biochemical, fluorescence intensity, high mannose 6-phosphate (AID 1220); recombinant PMI enzyme, coupled fluorescence intensity; higher % means a stronger effect; inhibition, % at 20 µM, or IC50 in µM where a hit was titrated; hit rate 0.66% among 190,000
P. falciparum M1AAP: P. falciparum M1AAP inhibitors, biochemical, fluorogenic H-Leu-NHMec substrate, 1536-well (AID 1445). Aminopeptidase N (Plasmodium falciparum (isolate 3D7)). inhibition, % at 30 µM, or IC50 in µM where a hit was titrated. recombinant M1AAP, H-Leu-NHMec fluorogenic kinetic assay; higher % means a stronger effect. hit rate 0.42% among 220,000;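 active = primary inhibition above the hit cutoff, then over 50% inhibition at one or more dose response concentrations, cut at about 23% in these data, passing the limit was not always enough; inconclusive = conflicting primary data, or primary hits not chosen for dose response; inactive = low primary inhibition, or under 50% at every dose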;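 note: plate controls were DMSO full reaction for no effect and no enzyme background for full effect; strong numbers were not always called active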
PMI inhibitors: inhibitors of human PMI, primary screen, biochemical, fluorescence intensity, coupled assay (AID 1209). Mannose-6-phosphate isomerase (Homo sapiens). purified PMI enzyme, coupled fluorescence intensity; higher % means a stronger effect. inhibition, % at 20 µM; hits with a dose series show IC50 in µM. hit rate 0.42% among 190,000;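 note: plate controls were DMSO vehicle for no effect and wells lacking substrate for full effect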
T cell HTS: modulators of CD8 T cell-vesicle binding, primary screen, mouse 2C CD8+ T cells, flow cytometry | calls only at 7 µM | 2C CD8+ T cell-vesicle binding; hits give low values | hit rate 0.068% among 330,000;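 active = response, share of CD8 T cells binding vesicles, and their 90th percentile fluorescence all below set limits, cut at about 80% in these data, passing the limit was not always enough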
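Material: 2C TCR transgenic mouse naive CD8+ T cells, MACS-purified. Also added: QL9-charged Drosophila Ld/ICAM-1/B7-1 vesicles. Timing: binding 1.5 h at 37 °C. Measured by: high-throughput flow cytometry with anti-B7-1 and anti-CD8 staining. Read-out: percent CD8+ FL2 mean versus row control. Controls: Unloaded micro-vesicles (low), QL9 vesicles with 0.7% DMSO (high).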
T cell HTS vesicle-bound %: also measured in T cell HTS; calls as there; double positive events, %; measured here: CD8+ vesicle-bound cell fraction;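 binding gate set so that unloaded-vesicle control wells show 10% double positive cells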
Starred values were filed as active, the others as inactive; i = inactive; u = inconclusive; x = no result given; [ ] = remark or other dose. Cut-off read from the data, not from the text of the source, unless noted: active = inhibition above about 50%; inactive = the rest. Compounds were not picked by outcome; 1.5% or so of the library scored in one or more.

SMILES	TNAP activation fold	West Nile virus CPE	K1F lysis inhibition	P. falciparum M17LAP	RSV antiviral HEp-2	PMI inhibition	P. falciparum M1AAP	PMI inhibitors	T cell HTS	T cell HTS vesicle-bound %
COc1ccc(-n2nc(C(=O)NCC(=O)Nc3cc(OC)c(OC)c(OC)c3)c3ccccc3c2=O)cc1OC	x	0.6%	0.1%	x	4.4%	x	x	x	i	21
CC(NC(=O)/C=C/c1ccccc1[N+](=O)[O-])C1CC2CCC1C2 (stereo not drawn)	x	-0.6%	-0.8%	x	8.0%	x	x	x	i	15
Cn1c(Cc2cccs2)nnc1SC/C=C/c1ccccc1	1.1	-0.1%	0.8%	-6%	0.9%	10%	4%	11%	i	59
COc1ccc(/C=N/N(c2ccccc2)c2ccccc2)cc1O	x	-0.1%	-0.2%	x	u	x	x	x	i	10
Cc1cccc(Nc2nc(N)nc(CSC(=S)N3CCOCC3)n2)c1	1	-0.5%	-0.6%	-10%	1.7%	8%	3%	16%	i	48
COc1cc(/C=C/[N+](=O)[O-])ccc1OCc1cccc(C(=O)O)c1	1	0.0%	x	21%	x	22%	10%	2%	x	x
Clc1ccc(CSc2ncn[nH]2)cc1	1	1.6%	1.2%	44%	-1.8%	7%	4%	7%	i	13
COc1ccc(S(=O)(=O)Oc2ccccc2C(=S)N2CCOCC2)cc1	x	-0.6%	0.5%	x	1.0%	x	x	x	i	39
CCOC(=O)Cc1csc(NC(=O)Nc2cccc(Cl)c2)n1	1.1	0.0%	-0.1%	1%	0.2%	1%	6%	0%	i	59
CCOC(=O)N1CCN(S(=O)(=O)c2ccc(F)cc2)CC1	1.1	0.0%	3.2%	-1%	1.3%	12%	5%	0%	i	33
COc1ccc(CNCc2ccncc2)c(OC)c1	x	-1.3%	0.9%	x	-0.8%	x	x	x	i	60
C/C(=N\NC(=O)CN(c1ccccc1)S(=O)(=O)c1ccccc1[N+](=O)[O-])C(C)(C)C	1.2	-0.8%	-0.5%	-16%	2.9%	9%	11%	20%	i	52
COc1cccc(OCC(=O)Nc2ccccc2NC(C)=O)c1	1.1	x	0.1%	-5%	1.6%	4%	-1%	11%	i	22
O=C(Nc1cccc(-c2cn3ccccc3n2)c1)c1cc2ccccc2oc1=O	1	2.6%	10%	-3%	-2.6%	-5%	3%	-4%	x	x
O=C(COc1ccc(Br)cc1)N/N=C1\SCC(=O)N1c1ccc(F)cc1	1.2	0.1%	3.5%	7%	1.8%	0%	9%	8%	i	30
CCC/C(O)=C1\C(=O)CC(C)(C)CC1=Nc1ccc(OC)cc1	x	-0.8%	0.0%	x	1.5%	x	x	x	i	9
CCC(C)NCCOc1ccccc1C (stereo not drawn)	1	-0.4%	-0.3%	2%	-0.2%	-6%	-2%	-4%	i	52
Cc1cccc(CCNC(=O)C2CCN(S(=O)(=O)c3cccc4nsnc34)CC2)c1	1	-0.7%	3.5%	0%	0.3%	1%	-1%	2%	i	38
O=C(Nc1ccccc1C(=O)NC(Cc1ccccc1)C(=O)O)c1ccco1 (stereo not drawn)	x	0.1%	0.1%	x	0.4%	x	x	x	i	50
Cc1sc2ncnc(SCC(=O)NC(C)C(C)C)c2c1C (stereo not drawn)	1.2	-1.4%	0.1%	12%	-1.6%	12%	-1%	8%	i	4
NCc1cccc(-n2cccn2)c1	1.1	-0.1%	0.5%	7%	-0.2%	12%	-1%	20%	i	46
COc1ccccc1CNC(=O)CCNC(=O)Cn1ccc2ccccc2c1=O	1.1	-0.3%	0.2%	-10%	1.4%	14%	1%	9%	i	16
CC(C)C(=O)N1N=C(c2ccc(NS(C)(=O)=O)cc2)CC1c1cccs1 (stereo not drawn)	1.1	-1.6%	-1.0%[50 µM]	-230%	9.8%	-10%	6%	-5%	i	4
CC(=O)Nc1nnc(-c2ccco2)o1	0.9	0.6%	0.4%	0%	-0.7%	-14%	-1%	-9%	i	28
CCN(CC)C(=O)CC(c1ccc(F)cc1)c1ccc(OC)cc1 (stereo not drawn)	1.1	-1.1%	4.8%	9%	-0.3%	0%	5%	12%	i	39
Cc1cc(-c2nnc(SCC(=O)Nc3ccc(S(N)(=O)=O)cc3)n2N)n[nH]1	x	0.0%	-0.2%	x	-0.4%	x	x	x	i	10
Cc1cccc(NS(=O)(=O)c2cc3c(cc2C)NC(=O)CO3)c1	x	-0.7%	-2.6%	x	1.0%	x	x	x	i	28
COc1ccc(C(=O)OCC(=O)NCCN2C(=O)CSC2=O)cc1	1.2	-0.2%	0.5%	6%	0.4%	5%	8%	-5%	i	23
COc1ccc(/C=N/Nc2nc(Nc3ccccc3)nc(N3CCCCC3)n2)c(OC)c1	1.1	-1.0%	4.0%	3%	9.4%	13%	7%	5%	i	45
COc1ccc(CC/C(C)=N\NC(N)=O)cc1	1.1	0.1%	0.1%	17%	-0.1%	-4%	5%	-4%	i	50
CCn1c(=O)c2ccccc2n2c(SCC(N)=O)nnc12	x	-0.4%	0.0%	x	2.1%	x	x	x	i	59
COC(=O)Cn1c(=NC(=O)CSCC(=O)Nc2cc(C)on2)sc2cc(C(=O)OC)ccc21	1	0.1%	3.4%	-5%	-0.1%	-2%	-4%	8%	i	44
S=c1sc2c(N3CCN(Cc4ccccc4)CC3)ncnc2n1-c1ccccc1	1.1	0.0%	0.2%	3%	-0.8%	10%	-11%	18%	i	1
CCOc1cnc(-c2ccc(OC)cc2)o1	1.1	-0.2%	0.1%	5%	1.0%	4%	-2%	5%	i	56
COc1ccc2[nH]cc(/C=C/C(=O)c3ccccc3)c2c1	x	1.1%	-1.2%	-4%	4.5%	x	3%	x	i	29
CCN(C1CCCCC1)S(=O)(=O)c1ccc(S(=O)(=O)N(CC(=O)Nc2ccccc2)C2CC2)cc1	1.1	0.3%	0.0%	10%	2.0%	5%	2%	8%	i	31
CC(C)c1cc(Br)ccc1OCCCN1C(=O)NC(C)(C)C1=O	1.1	-0.7%	-0.4%	6%	11%	10%	6%	20%	i	18
c1ccc(-c2ccccc2OCCN2CCOCC2)cc1	1.1	0.1%	1.1%[50 µM]	2%	0.8%	-8%	-4%	-10%	i	53
COC(=O)CSc1ncc(C#N)c(N)n1	1.1	0.3%	1.3%	5%	1.3%	8%	1%	6%	i	12
COc1ccc(NC(=S)NNC(=O)CNc2ccc(Cl)cc2)cc1	2	-0.7%	-0.2%	0%	1.8%	-10%	-6%	0%	i	58
CCc1nc(N2CCC(C)CC2)c2oc3ccccc3c2n1	1.1	0.8%	1.5%	5%	-1.4%	-7%	1%	0%	i	30
CC(CP(=O)(O)O)NC(=O)Cc1ccccc1 (stereo not drawn)	1.1	-0.4%	-0.3%	9%	0.8%	-2%	0%	7%	i	48
O=C(CNC(=S)N(CCCN1CCOCC1)Cc1cccs1)NCc1ccccc1	x	-0.4%	5.8%	x	-0.7%	x	x	x	i	26
CCC(c1nnnn1C(C)C)N1CCN(C2CCCC2)CC1 (stereo not drawn)	1.1	0.0%	0.5%	-4%	1.6%	0%	8%	1%	i	30
COc1ccc(NC(=O)CSc2ccc(-c3cccnc3)nn2)c(OC)c1	x	0.1%	0.0%	x	1.0%	x	x	x	i	69
CCN(C(=O)c1ccc2c(OC)n(CC)nc2c1)c1ccc(OC)cc1	1.2	0.3%	0.9%	-53%	2.3%	-4%	9%	-1%	i	8
O=C1CN(c2ccccc2)C(=S)N1C(=O)c1ccc(Br)cc1	x	-1.0%	0.5%	x	0.7%	x	x	x	i	56
CCOC(=O)C(=CNc1ccc(Oc2cncc(Cl)c2)nc1)C(=O)OCC	x	0.0%	0.1%	8%	0.4%	x	5%	x	i	43

A different layout for some results above:
Second line of a record – TNAP activation fold | West Nile virus CPE | K1F lysis inhibition | P. falciparum M17LAP | RSV antiviral HEp-2 | PMI inhibition | P. falciparum M1AAP | PMI inhibitors | T cell HTS | T cell HTS vesicle-bound %
> CC(C)c1cc(Br)ccc1OCCCN1C(=O)NC(C)(C)C1=O
→ 1.1 | -0.7% | -0.4% | 6% | 11% | 10% | 6% | 20% | i | 18
> CCOC(=O)C(=CNc1ccc(Oc2cncc(Cl)c2)nc1)C(=O)OCC
→ x | 0.0% | 0.1% | 8% | 0.4% | x | 5% | x | i | 43

Additional structures follow:
SMILES	TNAP activation fold	West Nile virus CPE	K1F lysis inhibition	P. falciparum M17LAP	RSV antiviral HEp-2	PMI inhibition	P. falciparum M1AAP	PMI inhibitors	T cell HTS	T cell HTS vesicle-bound %
Cc1ccc(C(=O)NCCCc2ccccc2)s1	0.8	-0.1%	2.6%[50 µM]	13%	3.3%	-13%	13%	-2%	i	6
Cc1nnsc1C(=O)N/N=C/c1c(F)cccc1Cl	1.1	-0.3%	0.3%	26%	11%	0%	3%	-3%	i	12
Cn1c(CCCNC(=O)c2cccs2)nc2ccccc21	1.1	-0.1%	1.3%	-6%	-0.1%	4%	7%	4%	i	23
CC(C)(C)NC(=O)c1cnn2c1NC(c1ccc(F)cc1)CC2C(F)(F)F (stereo not drawn)	1.1	0.0%	0.0%	-14%	0.7%	-3%	-8%	-12%	i	48
COc1ccc(C)cc1NC(=O)C1CCN(C(=O)c2ccco2)CC1	x	-0.6%	0.1%	x	2.3%	x	x	x	i	22
O=C(CC(=O)Nc1cccnc1)Nc1cccnc1	x	0.0%	0.3%	x	-1.2%	x	x	x	i	15
O=C(Nc1ccc(S(=O)(=O)Nc2cnc3ccccc3n2)cc1)c1ccc(Br)o1	1.1	-0.5%	0.0%	-33%	6.2%	3%	u	14%	i	32
CC(C)CNC(=O)COC(=O)CCC(=O)c1ccc(F)cc1	1.2	1.4%	0.4%	-1%	3.5%	-3%	7%	-6%	i	38
O=C(CSc1nnc(CNC(=O)c2c(F)cccc2F)o1)NCCc1ccccc1	x	-0.5%	0.3%	x	2.1%	x	x	x	i	11
CCNC(=S)N1CCN(S(=O)(=O)c2ccc(C)cc2)CC1	1.1	-0.3%	0.8%	-3%	1.0%	4%	5%	0%	i	28
Cc1cc(OCC(=O)NCCc2cccc(F)c2)c2c(C)cc(=O)oc2c1	x	-0.1%	0.2%	x	0.5%	x	x	x	i	18
COc1cc(C(=O)NCCc2ccc(F)cc2)c([N+](=O)[O-])cc1OC	1.2	-0.3%	0.9%	19%	3.2%	-5%	2%	4%	i	40

From PubChem BioAssay
